Assay outcomes: PubChem BioAssay, several laboratories
UTI89 phage lysis: inhibition of K1F phage lysis, E. coli UTI89, bacterial capsule biogenesis inhibitors, alamar blue (AID 488966); hit rate 0.02% among 340,000; inhibition, % at 100 µM; hits with a dose series show IC50 in µM; E. coli UTI89 K1F phage lysis, alamar blue, 2 h; higher % means a stronger effect;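 active = phage lysis inhibition, versus mean bacterial control, above a set limit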;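 note: capsule biogenesis inhibitors block K1F phage lysis so surviving cells raise fluorescence; higher fluorescence means more inhibition of phage lysis; actives were called in the ten point dose series up to 300 µM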
Large T inhibition: TAg ATPase/helicase activity blockers – biochemical (AID 1903). SV40 large T antigen ATPase/helicase inhibition assay; higher % means a stronger effect. inhibition, % at 20 µM; hits with a dose series show IC50 in µM. hit rate 0.39% among 310,000; in the data active = a potency from the dose series; note: strong numbers were not always called active
West Nile antiviral: West Nile virus antiviral activity, cell-based, CPE readout (AID 1621); West Nile virus-infected cells, CPE inhibition; higher % means a stronger effect; one-dose CPE inhibition, % at 10 µM; IC50 in µM for titrated hits; hit rate 0.02% among 290,000; in the data active = a potency from the dose series; note: strong numbers were not always called active
RSV antiviral HEp-2: RSV antiviral activity via CPE protection, HEp-2 cells, primary 10 µM value included (AID 2391) | HEp-2 cells, RSV-induced CPE inhibition; higher % means a stronger effect | CPE inhibition, % at 10 µM, or IC50 in µM where a hit was titrated | hit rate 0.13% among 310,000; in the data active = a potency from the dose series; note: strong numbers were not always called active
NTR1 ag: NTR1-driven beta-arrestin-GFP spot formation – imaging, U2OS cells, high content, primary screen (AID 493036). agonist mode. activation, % at 20 µM. P30989. hit rate 0.17% among 330,000;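 active = activation at or above 40% of the spot to cytoplasm intensity ratio, with at least 20 cells analyzed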;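 note: 0% = DMSO without peptide and 100% = 100 nM NTR1 peptide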
Target sequence (P30989 whole entry, looked up): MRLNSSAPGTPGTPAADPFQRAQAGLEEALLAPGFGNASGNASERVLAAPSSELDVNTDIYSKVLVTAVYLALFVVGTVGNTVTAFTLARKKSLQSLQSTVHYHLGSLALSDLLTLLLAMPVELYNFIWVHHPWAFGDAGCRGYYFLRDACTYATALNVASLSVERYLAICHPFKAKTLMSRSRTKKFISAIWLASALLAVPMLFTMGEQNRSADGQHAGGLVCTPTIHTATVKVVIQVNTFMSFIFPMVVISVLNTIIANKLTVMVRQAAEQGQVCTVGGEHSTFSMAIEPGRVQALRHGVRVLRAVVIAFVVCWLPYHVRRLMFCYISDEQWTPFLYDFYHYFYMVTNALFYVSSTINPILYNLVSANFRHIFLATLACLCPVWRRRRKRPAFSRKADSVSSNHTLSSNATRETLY
MgcRacGAP inhibition: MgcRacGAP GTPase-activating activity inhibitors, confirmation, biochemical, ADP Hunter fluorescence. MgcRacGAP-stimulated Rac1 GTP hydrolysis, ADP Hunter fluorescence; higher % means a stronger effect; GST-tagged Rac1 F28L mutant substrate. hit rate 0.6% among 340,000. inhibition, % at 30 µM, or IC50 in µM where a hit was titrated;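 active = first-screen hits whose inhibition reached a set limit at any dose in the follow-up dose series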;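 note: fluorescence reports GDP produced by GAP-driven GTP hydrolysis; strong numbers were not always called active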
T cell modulator: T cell immune modulation candidate; 2C CD8+ T cell-vesicle binding, flow cytometry; hits give low values; calls only at 7 µM; hit rate 0.068% among 330,000; AID 2052;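 active = response, share of CD8 T cells binding vesicles, and their 90th percentile fluorescence all below set limits, cut at about 80% in these data, passing the limit was not always enough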
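Incubation: binding step 1.5 h, 37 °C, antibody labelling 20 min, ice; system: murine 2C transgenic CD8+ T lymphocytes; technique: cytometric PE anti-B7-1 and Alexa647 anti-CD8 signals after 1% paraformaldehyde fixation; also added: QL9-charged Drosophila Ld/ICAM-1/B7-1 vesicles; control set: naked versus QL9-loaded vesicles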
Dengue-2 NS5 capping: flavivirus cap methylation enzyme inhibition – biochemical, confirmation dose response, primary screen (AID 588689); Dengue-2 NS5 methyltransferase capping enzyme assay, biochemical; higher % means a stronger effect; inhibition, % at 25 µM; hits with a dose series show IC50 in µM; hit rate 0.3% among 340,000; in the data active = a potency from the dose series
Salmonella PhoP GFP: PhoP-dependent GFP reporter repression – Salmonella Typhimurium, primary screen (AID 1863); S. Typhimurium PhoP-regulated promoter GFP reporter, 4 h; higher % means a stronger effect; inhibition, % at 50 µM; hits with a dose series show IC50 in µM; hit rate 0.16% among 300,000;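 active = inhibition over 29.93%, a cutoff 3 SD above the screen mean, later confirmed by dose response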;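 note: 0% = low Mg2+ inducing control and 100% = high Mg2+ repressing control; strong numbers were not always called active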
T cell modulator vesicle-bound %: second read-out of T cell modulator, no call of its own (marks repeat the call); double positive events, %; measured here: CD8+ vesicle-bound cell fraction;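 binding gate set so that unloaded-vesicle control wells show 10% double positive cells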
NTR1 ag cell count 20 µM: also measured in NTR1 ag; calls as there; cell count; measured here: cell count, cytotoxicity flag
* = called active by the depositor; i = inactive; nt = not tested or not shown; [ ] = dose if it differs, or a comment.

compound	UTI89 phage lysis	Large T inhibition	West Nile antiviral	RSV antiviral HEp-2	NTR1 ag	NTR1 ag cell count 20 µM	MgcRacGAP inhibition	T cell modulator	T cell modulator vesicle-bound %	Dengue-2 NS5 capping	Salmonella PhoP GFP
CCOC(=O)C(CC)n1cnc2c(nnn2-c2ccccc2)c1=O (stereo not given)	2.7%	2.7%	-0.3%	1.8%	-0.8	105	6.0%	i	33.0	-8.2%	nt
O=C(C1COc2ccccc2O1)N1CCN(c2ccc([N+](=O)[O-])cc2)CC1 (stereo not given)	0.1%[50 µM]	nt	nt	nt	-3.7	23	6.6%	i	50.9	-13.0%	nt
CCOC(=O)C1CCN(S(=O)(=O)c2ccc3c(c2)CC(C)N3C(=O)C2CC2)CC1 (stereo not given)	-0.4%	-8.3%	0.0%	3.7%	0.4	67	0.8%	i	6.5	6.3%	5.5%
O=C(CN1CCOCC1)Nc1ncc(Br)cc1Br	0.8%	-5.0%	0.1%	1.7%	0.1	59	3.8%	i	45.6	nt	8.8%
CCN(CC)CCN1C(=O)C(=O)/C(=C(/O)c2ccc(S(=O)(=O)N3CCOCC3)cc2)C1c1ccc(C(C)C)cc1 (stereo not given)	-0.1%	22.9%	0.1%	2.9%	0.1	48	7.8%	i	36.9	3.3%	7.7%
CCOc1ncccc1C(=O)OCC(=O)Nc1cccc(S(=O)(=O)N2CCCCCC2)c1	0.1%[50 µM]	nt	nt	1.9%	0.6	56	2.9%	i	58.6	-2.2%	nt
O=C(c1ccc(F)cc1)N1CCCC(c2nc(-c3cccs3)no2)C1 (stereo not given)	0.0%	10.9%	-1.6%	14.9%	2.2	40	5.4%	i	19.9	-5.4%	8.5%
Cc1cccc(NC(=S)N(CCCN2CCOCC2)Cc2ccccn2)c1	0.4%	6.8%	-0.1%	0.7%	-0.7	36	4.0%	i	17.7	5.2%	-1.9%
CCOC(=O)N1CCN(c2c(NCCN3CCN(c4ccccc4F)CC3)c(=O)c2=O)CC1	0.2%	-9.6%	-0.2%	-0.5%	2.3	56	7.1%	i	27.4	2.9%	-10.4%
Cc1ccc(S(=O)(=O)N2CCOCC2)cc1NC(=O)CSc1nc(N)cc(=O)[nH]1	-0.1%	4.0%	-0.2%	1.3%	3.8	58	12.8%	i	24.0	4.6%	5.0%
OC(CNc1ccccc1)COc1ccc(OCC(O)CNc2ccccc2)cc1 (stereo not given)	0.0%	8.1%	0.9%	4.3%	2.7	67	-6.8%	i	38.9	17.7%	-2.9%
COC(=O)c1sc(NC(=O)C2CCCO2)c(C(=O)OC)c1C (stereo not given)	0.9%	-4.1%	0.0%	4.9%	-0.4	64	5.2%	i	28.5	-1.6%	-7.5%
Cc1nn(CC(=O)OC(C)C(=O)Nc2ccccc2[N+](=O)[O-])c(C)c1[N+](=O)[O-] (stereo not given)	2.6%	7.3%	0.4%	1.6%	-0.2	62	4.8%	i	43.5	-4.4%	-0.5%
O=C(NCCNC(=O)C(F)(F)F)c1ccncc1	0.4%	nt	0.6%	6.2%	2.0	82	7.1%	i	33.5	1.3%	nt
O=C(COc1cccc2ccccc12)NNC(=O)C1CCCO1 (stereo not given)	1.5%	1.7%	0.2%	0.8%	-0.7	58	-12.4%	i	42.3	-1.6%	-4.8%
Cc1ccc(S(=O)(=O)CCC(=O)OCc2cc(C)ccc2C)cc1	0.6%[50 µM]	15.2%	nt	0.6%	0.3	70	4.0%	i	57.2	5.0%	-4.4%
CC(C)N1CC(C(=O)Nc2ccc(Cl)c([N+](=O)[O-])c2)CC1=O (stereo not given)	0.2%	5.2%	-0.8%	-0.2%	0.5	75	3.3%	i	27.1	0.0%	7.7%
COc1cc(C(=O)OC2CC3CCC2(C)C3(C)C)ccc1OC(C)=O (stereo not given)	1.6%	-0.1%	0.2%	1.6%	3.6	99	1.9%	i	33.9	-6.5%	2.1%
COc1ccc(N(CC(=O)NC2CCCC2)C(=O)Cn2nnc(-c3ccc(C)o3)n2)c(OC)c1	0.5%	nt	-0.2%	nt	-0.4	47	3.2%	nt	nt	-2.5%	nt
CCCCN(C(=O)C(C)N1C(=O)c2ccccc2C1=O)c1c(N)n(CC(C)C)c(=O)[nH]c1=O (stereo not given)	0.3%	nt	nt	0.2%	0.6	60	1.2%	i	33.1	-12.3%	nt
CC1(C)CC(N2CN(C3CCCCC3)CC2=O)CC(C)(C)N1	0.8%	1.0%	0.1%	-1.0%	-0.6	33	6.2%	i	7.8	2.8%	-2.9%
Cc1nc(Nc2ccc(C(=O)O)cc2)sc1-c1ccccc1	0.3%	7.8%	0.1%	0.4%	1.2	105	10.6%	i	36.2	-0.9%	-7.2%
Cc1ccc(C2C(C=Nc3c(C)n(C)n(-c4ccccc4)c3=O)=C(c3ccccc3)Oc3ccccc32)cc1 (stereo not given)	0.4%	7.6%	-0.6%	7.2%	0.6	82	9.7%	i	23.6	-2.4%	-8.4%
CCOC(=O)Nc1ccc2nc(N3CCCCCC3)sc2c1	0.3%	7.6%	-0.1%	0.5%	2.2	95	6.3%	i	39.3	1.3%	4.0%

Some of these compounds in order of their number in Salmonella PhoP GFP, ascending:
mol,Salmonella PhoP GFP
O=C(COc1cccc2ccccc12)NNC(=O)C1CCCO1 (stereo not given),-4.8%
OC(CNc1ccccc1)COc1ccc(OCC(O)CNc2ccccc2)cc1 (stereo not given),-2.9%
Cc1cccc(NC(=S)N(CCCN2CCOCC2)Cc2ccccn2)c1,-1.9%

Ordered by count of non-hydrogen atoms (highest first): some entries from above.
compound	UTI89 phage lysis	Large T inhibition	West Nile antiviral	RSV antiviral HEp-2	NTR1 ag	NTR1 ag cell count 20 µM	MgcRacGAP inhibition	T cell modulator	T cell modulator vesicle-bound %	Dengue-2 NS5 capping	Salmonella PhoP GFP
CCN(CC)CCN1C(=O)C(=O)/C(=C(/O)c2ccc(S(=O)(=O)N3CCOCC3)cc2)C1c1ccc(C(C)C)cc1 (stereo not given)	-0.1%	22.9%	0.1%	2.9%	0.1	48	7.8%	i	36.9	3.3%	7.7%
O=C(C1COc2ccccc2O1)N1CCN(c2ccc([N+](=O)[O-])cc2)CC1 (stereo not given)	0.1%[50 µM]	nt	nt	nt	-3.7	23	6.6%	i	50.9	-13.0%	nt
COC(=O)c1sc(NC(=O)C2CCCO2)c(C(=O)OC)c1C (stereo not given)	0.9%	-4.1%	0.0%	4.9%	-0.4	64	5.2%	i	28.5	-1.6%	-7.5%
O=C(NCCNC(=O)C(F)(F)F)c1ccncc1	0.4%	nt	0.6%	6.2%	2.0	82	7.1%	i	33.5	1.3%	nt
